# Screening results deposited in PubChem by several laboratories.
# ssDAF-12 act: activates DAF-12 receptor from parasite S. stercoralis. HEK293 ssDAF-12/GRIP1 lit1-tk-luc reporter, luminescence; % of 3 µM dafachronic acid response. activation, % at 6.8 µM. 1% of 370,000 active. AID 652126;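 active means activation above the mean over all tested compounds plus 3 SD, cut at about 0.9% in these data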;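 further: 0% = DMSO-only wells and 100% = 3 µM delta7-dafachronic acid wells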
# HGIII-sPLA2 inh: Inhibits HGIII-sPLA2 liposome hydrolysis, primary screen | Q9NZ20 | QFRET BODIPY PC-A2 liposome hydrolysis, fluorescence | inhibition, % at 12.2 µM | 0.56% of 370,000 active;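 active means inhibition above mean plus 3 SD of compounds lying within the high and low control bounds, cut at about 19% in these data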;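 further: 0% = median of test compound wells and 100% = no enzyme DMSO wells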
# Target sequence (Q9NZ20 whole entry, looked up): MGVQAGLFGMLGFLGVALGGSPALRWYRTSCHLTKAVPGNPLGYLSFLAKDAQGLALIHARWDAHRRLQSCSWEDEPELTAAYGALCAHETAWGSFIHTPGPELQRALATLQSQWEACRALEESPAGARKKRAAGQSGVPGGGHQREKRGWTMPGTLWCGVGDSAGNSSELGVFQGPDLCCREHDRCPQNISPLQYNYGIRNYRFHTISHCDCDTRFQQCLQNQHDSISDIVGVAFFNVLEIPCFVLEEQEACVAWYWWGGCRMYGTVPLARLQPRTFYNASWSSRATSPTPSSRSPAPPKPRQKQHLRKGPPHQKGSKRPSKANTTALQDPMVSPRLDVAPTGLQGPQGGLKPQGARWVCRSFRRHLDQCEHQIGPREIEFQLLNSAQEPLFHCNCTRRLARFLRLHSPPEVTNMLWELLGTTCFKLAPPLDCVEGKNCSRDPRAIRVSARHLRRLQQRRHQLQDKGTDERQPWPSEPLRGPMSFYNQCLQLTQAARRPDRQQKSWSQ
# hcDAF-12 act: H. contortus DAF-12 activation, primary screen | HEK293 hcDAF-12 lit1-tk-luc reporter, luminescence; 0% DMSO, 100% Δ7-dafachronic acid | activation, % at 6.8 µM | 1.4% of 370,000 active;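 active means activation above the mean of all tested compounds plus 3 SD, cut at about 5.5% in these data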;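 further: 100% = response to 3 µM Δ7-dafachronic acid high control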
# hgDAF12 agonist: agonists of H. glycines DAF-12 nuclear receptor; activation, % at 6.8 µM; HEK293 GAL4-hgDAF12 UAS-luciferase reporter, agonist luminescence; normalized to butyrate control; 1.8% of 370,000 active;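 active means activation above a cutoff set at the mean of all screened compounds plus 3 SD, cut at about 10% in these data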;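 further: 0% = DMSO wells and 100% = sodium butyrate wells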
# ADAM10 inh: inhibitors of human ADAM10 | AID 720582 | recombinant ADAM10, EDANS/DABCYL FRET peptide cleavage, 3 h | inhibition, % at 7 µM | O14672 | 0.62% of 370,000 active;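 active means inhibition above a per-campaign cutoff equal to the mean of compounds falling between control-based bounds plus 3 SD, cut at about 20% in these data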;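 further: 0% = DMSO wells while the 100% control is not disclosed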
# Target sequence (O14672 214-748 limits assumed): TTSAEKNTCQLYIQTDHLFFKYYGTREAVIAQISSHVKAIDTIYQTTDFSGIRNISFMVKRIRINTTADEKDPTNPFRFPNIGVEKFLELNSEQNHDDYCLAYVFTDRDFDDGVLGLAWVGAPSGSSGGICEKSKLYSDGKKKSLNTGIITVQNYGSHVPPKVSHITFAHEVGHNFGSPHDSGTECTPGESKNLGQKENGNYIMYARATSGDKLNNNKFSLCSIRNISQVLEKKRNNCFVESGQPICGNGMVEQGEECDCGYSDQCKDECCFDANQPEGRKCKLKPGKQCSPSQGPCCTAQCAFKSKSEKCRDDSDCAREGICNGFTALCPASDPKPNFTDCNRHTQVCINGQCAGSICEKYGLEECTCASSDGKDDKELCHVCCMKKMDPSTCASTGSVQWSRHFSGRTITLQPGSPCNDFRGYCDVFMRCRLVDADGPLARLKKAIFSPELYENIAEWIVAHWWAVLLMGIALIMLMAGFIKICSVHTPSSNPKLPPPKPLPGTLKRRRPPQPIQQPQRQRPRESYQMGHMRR
# GC-A act: GC-A (human) enzyme activation; HEK293 GC-A cells, cGMP TR-FRET, EC30 ANP; 0% at EC30 ANP, 100% saturating ANP; P16066; activation, % at 10 µM; AID 1671463; 0.14% of 370,000 active; in the data active means activation above about 40%
# DAX1 inh-1: NR0B1 (DAX1) inhibition. HEK293 Gal4-DAX1 luciferase reporter, luminescence. inhibition, % at 6.75 µM. 0.99% of 340,000 active. AID 504766;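 active means inhibition above the mean over all tested compounds plus 3 SD, cut at about 4.2% in these data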;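 further: 0% = DAX1-transfected cells with DMSO and 100% = empty-vector control cells with DMSO; inhibition shows as a rise in luminescence from relieved DAX1 repression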
# NPR2 activator: GC-B (human) receptor activation; activation, % at 10 µM; 0.11% of 370,000 active; AID 1920062; HEK293-GC-B cells, CNP EC30, cGMP TR-FRET; 0% at EC30 CNP, 100% saturating CNP;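 active means activation at 10 µM reaching about 35% in either raw or pattern-adjusted values, limit read from the data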
# DAX1 inh-2: DAX1 (NR0B1) inhibition, primary screen; inhibition, % at 6.8 µM; AID 652010; HEK293T StAR-luciferase reporter, SF-1/DAX-1 repression relief; 1.1% of 370,000 active;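 active means inhibition above the mean over all tested compounds plus 3 SD, cut at about 3.6% in these data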;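 further: 0% = DAX-1 cells with DMSO and 100% = cells lacking DAX-1 with DMSO; higher inhibition means more luminescence from relief of DAX-1 repression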
# GAA850 FXN act: frataxin GAA850 promoter activation; activation, % at 6 µM; 0.56% of 360,000 active; HEK293 lucGAA850 FXN promoter luciferase reporter, 24 h; percent of 10 µM SAHA response;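 active means activation above the average of all compounds screened plus 3 SD, cutoff fixed separately per campaign, cut at about 7.5% in these data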;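 further: 0% = DMSO wells and 100% = 10 µM SAHA wells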
# SMARCA2 act: SMARCA2 function activation, primary screen | MG213 cells, MMTV-luciferase reporter, dexamethasone, overnight | activation, % at 9.1 µM | 1% of 370,000 active | AID 652017; in the data active means activation above about 7.8%;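 further: 0% = vehicle wells and 100% = reference activator wells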
# * marks the source's active call; other numbers are inactive results; / = no result given.
# Each structure is followed by: ssDAF-12 act | HGIII-sPLA2 inh | hcDAF-12 act | hgDAF12 agonist | ADAM10 inh | GC-A act | DAX1 inh-1 | NPR2 activator | DAX1 inh-2 | GAA850 FXN act | SMARCA2 act
C/C(=N/OC(=O)c1ccc(C)cc1)C(=O)c1ccc(Br)cc1
 : -1.1 | -4.4 | -0.5 | 1.5 | 0.7 | -2.1 | -1.2 | 6.7 | 0.2 | 0.6 | 3.3
Cc1cc(SCC(=O)N/N=C/c2cccnc2)nc2c(C)cccc12
 : -1.8 | -7.8 | -0.7 | 1.1 | 3.1 | 1.1 | -1.4 | -6.7 | 0.5 | 3.3 | -2.6
CS(=O)(=O)c1ccc(-c2cccc(NC(=O)c3ccc(Br)o3)c2)nn1
 : 0.0 | 6.3 | -1.2 | -1.6 | -10.2 | 0.0 | -1.4 | 0.1 | -1.5 | -1.2 | -1.4
Cc1cc(-c2csc(NC(=O)c3ccccc3C(F)(F)F)n2)c(C)n1Cc1ccccc1
 : -1.8 | 3.3 | -0.8 | -1.9 | -2.3 | 0.5 | -0.8 | 3.5 | -0.7 | 1.2 | -3.6
COc1ccccc1NC(=O)C1=C(C)NC(=O)NC1c1ccco1 (configuration not stated)
 : -1.8 | 5.5 | 1.3 | -1.7 | -4.0 | 0.6 | 2.2 | -1.8 | 0.4 | 0.3 | -2.1
Cc1cc(/C=C2\SC(=O)N(CC(=O)Nc3ccccc3F)C2=O)c(C)n1C
 : -1.2 | 1.7 | 0.3 | -2.4 | -1.3 | -3.1 | 0.0 | 1.8 | 0.6 | 0.2 | -0.3
CC(=O)c1c(C)[nH]c(C(=O)Nc2ccc(S(=O)(=O)N(C)C)cc2)c1C
 : -1.8 | -2.0 | -1.5 | -1.2 | -0.9 | -4.9 | 1.3 | 0.3 | -0.4 | 2.4 | -4.5
COc1ccc(CCNC(=O)C2CCCN2S(=O)(=O)c2cccc3nsnc23)cc1OC (configuration not stated)
 : -0.9 | -1.1 | 0.4 | 0.7 | -2.4 | 1.5 | 0.2 | 6.5 | 0.2 | -0.9 | -3.8
S=C(Nc1cccc2ccccc12)NN1CCOCC1
 : -0.4 | 5.9 | 4.4 | 2.8 | -16.0 | -3.1 | 0.9 | -0.3 | 0.4 | 1.4 | -0.3
O=C(CC1COc2ccccc2O1)NCCc1ccccc1 (configuration not stated)
 : -1.6 | 4.7 | -1.9 | 0.2 | -5.3 | -3.2 | 2.8 | -5.7 | -0.3 | -1.0 | -1.9
O=C1NC(=S)NC(=O)C1=Cc1ccccc1C(=O)O
 : -0.9 | 7.7 | 1.2 | -2.4 | -11.1 | 1.2 | -2.5 | 0.5 | -0.2 | -1.2 | -4.3
CCCOc1ccc(NC(=O)CC2C(=O)N(c3ccc(OCC)cc3)C(=S)N2C2CC2)cc1 (configuration not stated)
 : -1.0 | -1.0 | -3.6 | -1.3 | -9.7 | 1.8 | 0.1 | -7.4 | -0.8 | -0.1 | -0.1
CCCS(=O)(=O)NC(=O)C1(C)CCN(C(=O)Cc2ccc(OC)cc2)C1 (configuration not stated)
 : -0.8 | 1.2 | -0.3 | -1.0 | -7.8 | 2.5 | / | -0.7 | -0.1 | 0.6 | -0.8
Cc1ccc2c(c1)N(C(=O)CCC(=O)Nc1ccccc1Br)CC(C)O2 (configuration not stated)
 : -1.2 | 7.6 | -0.6 | -2.4 | -13.9 | -3.8 | -0.4 | -0.3 | 0.7 | -0.1 | -1.8
O=C(Nc1ccccc1-c1ccccc1)NC1CCN(CC(=O)N2CCOCC2)CC1
 : -1.2 | -4.2 | -2.1 | -1.1 | -0.8 | 2.9 | 1.7 | 2.4 | -0.1 | -1.4 | -1.1
CSc1ccc(N2C(=O)NC3(CCCCC3)C2=O)cc1
 : -0.6 | 1.2 | -0.1 | 3.4 | 0.7 | 0.2 | 0.2 | 6.5 | 1.2 | 5.0 | 0.9
O=C(Cn1cc(C(F)(F)F)ccc1=O)N1CCc2ccccc21
 : -1.1 | 8.0 | -1.0 | 4.1 | -6.8 | 1.6 | -0.8 | 0.5 | 0.9 | 1.0 | 1.3
O=C(c1ccccc1Sc1cccc2ccccc12)N1CCOCC1
 : -0.8 | -3.4 | -4.5 | -1.1 | -17.2 | -4.9 | -0.6 | -4.0 | -0.3 | 0.6 | -3.6
CCCCOc1ccc(C(=O)N2CCCCCC2)cc1
 : -1.1 | -2.9 | -0.9 | 4.9 | -7.7 | 13.9 | 1.1 | 11.1 | 0.2 | 4.3 | 1.1
Cc1cc(C(=O)CSc2nnc(-c3ccc(OC(F)F)cc3)o2)c(C)n1Cc1cccs1
 : -1.1 | 0.6 | -1.4 | -1.9 | 0.2 | -2.6 | 0.1 | 1.9 | 0.6 | 0.7 | -1.8

# The last 4 entries of the part above open the next one.
# Each structure is followed by: ssDAF-12 act | HGIII-sPLA2 inh | hcDAF-12 act | hgDAF12 agonist | ADAM10 inh | GC-A act | DAX1 inh-1 | NPR2 activator | DAX1 inh-2 | GAA850 FXN act | SMARCA2 act
O=C(Cn1cc(C(F)(F)F)ccc1=O)N1CCc2ccccc21
 : -1.1 | 8.0 | -1.0 | 4.1 | -6.8 | 1.6 | -0.8 | 0.5 | 0.9 | 1.0 | 1.3
O=C(c1ccccc1Sc1cccc2ccccc12)N1CCOCC1
 : -0.8 | -3.4 | -4.5 | -1.1 | -17.2 | -4.9 | -0.6 | -4.0 | -0.3 | 0.6 | -3.6
CCCCOc1ccc(C(=O)N2CCCCCC2)cc1
 : -1.1 | -2.9 | -0.9 | 4.9 | -7.7 | 13.9 | 1.1 | 11.1 | 0.2 | 4.3 | 1.1
Cc1cc(C(=O)CSc2nnc(-c3ccc(OC(F)F)cc3)o2)c(C)n1Cc1cccs1
 : -1.1 | 0.6 | -1.4 | -1.9 | 0.2 | -2.6 | 0.1 | 1.9 | 0.6 | 0.7 | -1.8
CC(C)OCc1ccc(C(=O)N2CCN(CC(=O)N3CCCC3)CC2)cc1
 : -1.2 | -0.5 | -0.4 | 2.2 | -11.3 | 2.6 | 0.8 | 2.9 | 2.5 | -0.3 | -2.4
O=C(CN1C(=O)c2ccccc2C1=O)c1ccc(F)cc1
 : -1.6 | -2.3 | 0.7 | 1.1 | -12.9 | 17.1 | 0.0 | 1.8 | 0.3 | 0.9 | 7.5
O=C(/C=C/c1cccc(C(F)(F)F)c1)Nc1cccc(C(F)(F)F)c1
 : -1.9 | -14.4 | -2.6 | 0.7 | 25.8* | 9.8 | -1.4 | -0.8 | -1.3 | -3.5 | -7.9
O=C1CCC([N+](=O)[O-])C(c2ccc(Cl)c([N+](=O)[O-])c2)N1 (configuration not stated)
 : -0.7 | 0.6 | 2.9 | 3.4 | -3.8 | 3.3 | 0.1 | 2.7 | 0.1 | -0.5 | -2.6
Cn1ccnc1SCc1nc2c(cnn2-c2ccccc2)c(=O)[nH]1
 : -1.1 | -1.0 | -0.7 | -1.0 | 0.9 | 3.8 | -0.4 | -1.7 | -0.3 | -2.2 | -0.3
Cn1c(CSCc2ccc(Cl)cc2Cl)n[nH]c1=S
 : -1.4 | 14.2 | 0.2 | -3.0 | 6.3 | -5.2 | -1.0 | -0.9 | -0.2 | 1.6 | -0.3
COc1ccccc1CCC(=O)OCC(=O)Nc1c(Br)cc(C)cc1Br
 : -0.5 | 9.7 | -1.1 | -2.2 | 12.5 | 0.1 | 1.0 | -2.7 | 0.1 | 1.9 | -5.8
CSc1nc(-c2ccccc2)nn1C(=O)c1ccc(Cl)cc1
 : -0.7 | 1.3 | 0.3 | 0.8 | -9.5 | 4.4 | 0.3 | 8.2 | -0.3 | 1.9 | 3.8
O=C1CCCC(O)=C1C1NCCc2ccccc21 (configuration not stated)
 : -0.9 | -3.1 | -1.1 | 1.8 | 1.5 | 2.8 | 0.7 | 1.7 | 0.7 | -2.1 | -1.1
Cc1ccc(/C=N/NC(=O)C2=NNC(c3ccccc3)(c3ccccc3)C2)c(O)c1
 : -0.9 | -3.9 | -2.0 | -3.9 | 7.8 | 1.4 | -1.5 | -0.8 | -3.2 | -8.6 | -0.8

# Ordered by value in NPR2 activator (ascending): some entries from above.
Structure | ssDAF-12 act | HGIII-sPLA2 inh | hcDAF-12 act | ADAM10 inh | GC-A act | DAX1 inh-1 | NPR2 activator | DAX1 inh-2 | SMARCA2 act
Cn1ccnc1SCc1nc2c(cnn2-c2ccccc2)c(=O)[nH]1 | -1.1 | -1.0 | -0.7 | 0.9 | 3.8 | -0.4 | -1.7 | -0.3 | -0.3
O=C1CCC([N+](=O)[O-])C(c2ccc(Cl)c([N+](=O)[O-])c2)N1 (configuration not stated) | -0.7 | 0.6 | 2.9 | -3.8 | 3.3 | 0.1 | 2.7 | 0.1 | -2.6
C/C(=N/OC(=O)c1ccc(C)cc1)C(=O)c1ccc(Br)cc1 | -1.1 | -4.4 | -0.5 | 0.7 | -2.1 | -1.2 | 6.7 | 0.2 | 3.3

# (list continues)
# Each structure is followed by: ssDAF-12 act | HGIII-sPLA2 inh | hcDAF-12 act | hgDAF12 agonist | ADAM10 inh | GC-A act | DAX1 inh-1 | NPR2 activator | DAX1 inh-2 | GAA850 FXN act | SMARCA2 act
COc1ccc(C2C(C#N)=C(N)OC3=C2C(=O)CCC3)c(OC)c1OC (configuration not stated)
 : -1.0 | -5.5 | -0.4 | 0.4 | 0.4 | -1.9 | 0.8 | -0.1 | -0.1 | 0.5 | -0.5
COc1cccc(CC2(CO)CCCN(Cc3cc(F)ccc3-n3cccn3)C2)c1 (configuration not stated)
 : -1.7 | -7.0 | -2.1 | -2.1 | 2.9 | -12.2 | 0.5 | 0.3 | -0.3 | 1.4 | -2.7
CC(=O)OCC(=O)C1(O)CCC2C3CC(C)C4=CC(=O)CCC4(C)C3C(O)CC21C (configuration not stated)
 : -1.0 | -9.1 | -1.6 | -4.0 | 2.7 | 0.6 | 2.3 | 0.1 | 0.2 | 1.8 | -1.8
Cc1nn(C)c(C)c1CS(=O)(=O)c1ccccc1
 : -1.1 | 10.6 | -1.5 | -1.3 | -0.2 | 4.9 | -0.7 | 1.2 | 0.9 | 1.4 | 4.2
CC(C)N(C(=S)Nc1cccnc1)c1ccccc1
 : -1.4 | -0.4 | -0.2 | 1.7 | 6.5 | 1.3 | 3.3 | 8.3 | -0.7 | 1.1 | 0.0
CC(=O)c1cccc(NC(=O)NC2CC3CCCC(C2)N3CC(C)C)c1 (configuration not stated)
 : -1.3 | -1.3 | -1.8 | 0.7 | -2.4 | -1.2 | 0.4 | 0.4 | 0.2 | 2.5 | -0.3
Cc1cnc([N+](=O)[O-])n1CCOC(=O)c1cccc(F)c1
 : -1.1 | 5.0 | -1.6 | -0.5 | 0.4 | 1.4 | -0.4 | -3.6 | 0.3 | 4.4 | 1.7
O=C(C1=C(O)C(=O)N(Cc2ccco2)C1c1cccc(Cl)c1)c1ccco1 (configuration not stated)
 : -0.8 | -3.3 | 2.4 | 1.7 | 11.4 | 6.1 | 0.9 | 3.3 | 1.1 | 2.2 | -0.7
Cc1cc(NS(=O)(=O)c2ccc(NC(=S)NC(=O)c3cccnc3)cc2)no1
 : -1.3 | 14.3 | 0.4 | -2.2 | -9.5 | 3.3 | 0.4 | -0.6 | 0.6 | -2.4 | -4.9
Cc1ccc(NC(=O)c2c(C)nn(-c3ccccc3)c2Cl)cc1
 : -0.7 | -5.2 | 3.3 | 6.3 | -0.9 | 5.9 | -1.4 | 2.6 | 0.5 | 2.4 | 3.0
